# XBP1 UPR activ – activators of adaptive arm of unfolded protein response (XBP1) | 330,000 compounds, 0.33% hits | CHO-XBP1 luciferase reporter, IRE1-XBP1 UPR activation, luminescence; percent of tunicamycin response, DMSO as zero | AID 463104 | activation, % at 20 µM;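 active means versus positive control, 20 µM dose yields 30% or more activation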;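 further: 100% = tunicamycin at 10 µg/mL and 0% = DMSO only wells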
#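 Assay system: CHO-XBP1 luciferase reporter cells; Schedule: 6 h treatment, 37 °C; Detection: glow luminescence from Steady-Glo reagent; Benchmarks: high control tunicamycin 10 µg/mL final, low control DMSO vehicle only.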
# tim10-1 inh – growth inhibitors of tim10-1 mutant yeast | inhibition, % at 20 µM | S. cerevisiae tim10-1 ts strain growth, BacTiter-Glo, 24 h | 330,000 compounds, 2.2% hits | AID 463190;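 active means inhibition of at least 40%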;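 further: mutant grown at 25 °C; 0% = DMSO wells with yeast and 100% = wells holding no yeast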
# TIM10 inh – TIM10 yeast growth inhibition | S. cerevisiae TIM10 strain growth, BacTiter-Glo luminescence, 24 h | inhibition, % at 10 µM | 330,000 compounds, 1.4% hits | AID 463195;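 active means inhibition of 40% or more at the single tested concentration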;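 further: wild-type TIM10 isogenic control strain grown at permissive 25 °C; 0% = DMSO yeast wells and 100% = minimal medium wells without yeast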
# CHOP UPR activ – activators of apoptotic arm of unfolded protein response (CHOP); CHO-CHOP luciferase reporter, UPR activation, luminescence; percent of tunicamycin response over DMSO baseline; activation, % at 10 µM; 330,000 compounds, 0.34% hits; AID 449763;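 active means at 10 µM dose, activation of 40% or more, normalized to positive control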;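 further: 100% = tunicamycin at 10 µg/mL and 0% = DMSO alone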
#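 Test system: CHO CHOP reporter cells. Input: 500 CHO-CHOP cells per well. Medium: F12 with 10% FBS. Technique: luciferase luminescence. Measure: percent activation relative to tunicamycin control. Dosing: 10 µM compound, 0.5% DMSO. Timing: 16-18 h cell attachment, then 6 h compound exposure, 37 °C.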
# APJ agonist – activates the human apelin receptor APJ | activation, % at 20 µM | AID 2520 | 330,000 compounds, 0.11% hits | P35414 | CHO-K1 APJ PathHunter beta-arrestin, luminescence; 0% DMSO wells, 100% apelin;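 active means activation more than six SD over the plate average, tested at 20 µM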;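 further: 0% = DMSO alone and 100% = apelin-13 at 10 nM; some results filed as inactive read as strong as hits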
# Target sequence (P35414 whole entry, looked up): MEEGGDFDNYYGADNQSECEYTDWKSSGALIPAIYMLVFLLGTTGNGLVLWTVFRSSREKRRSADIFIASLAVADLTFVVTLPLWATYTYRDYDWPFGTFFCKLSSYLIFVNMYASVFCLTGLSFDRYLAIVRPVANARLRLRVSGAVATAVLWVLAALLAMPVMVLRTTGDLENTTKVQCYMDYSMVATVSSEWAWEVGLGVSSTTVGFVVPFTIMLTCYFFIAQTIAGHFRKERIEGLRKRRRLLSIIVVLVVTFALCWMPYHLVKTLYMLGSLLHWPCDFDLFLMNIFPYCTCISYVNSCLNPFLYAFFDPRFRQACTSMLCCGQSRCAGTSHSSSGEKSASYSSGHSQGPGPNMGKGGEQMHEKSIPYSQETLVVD
#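 Incubation: overnight seeding, 90 min compound at 25 °C, 1 h detection; test system: PathHunter CHO-K1 APJ (AGTRL-1) beta-arrestin reporter cells; amount: 1000 cells/well; doses: one dose, 20 µM compound, 1% DMSO; measured by: beta-gal luminescence; measure: agonist-driven arrestin binding to APJ; benchmarks: negative DMSO alone, positive Apelin-13 at 10 nM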
# APJ antagonist – APJ receptor antagonism | inhibition, % at 20 µM | CHO-K1 APJ beta-arrestin complementation, luminescence | 330,000 compounds, 0.32% hits;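 active means inhibition above about 40% at 20 µM, limit read from the data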;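 further: cells challenged with 10 nM apelin-13 agonist together with compound; plate controls were apelin-13 plus DMSO wells for no effect and DMSO wells lacking apelin-13 for full effect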
# tim23-1 inh – growth inhibitors of tim23-1 mutant yeast; 330,000 compounds, 1.3% hits; S. cerevisiae tim23-1 growth, BacTiter-Glo luminescence, 24 h; inhibition, % at 20 µM;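 active means growth inhibition of the mutant yeast at or above 50%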;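 further: temperature-sensitive mutant grown at 25 °C; plate controls were DMSO-treated mutant yeast for no effect and medium wells lacking yeast for full effect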
# Mdm2-MdmX inh – inhibitors of human Mdm2/MdmX interaction | inhibition, % at 8 µM | 330,000 compounds, 3% hits | SaOS-2 split-luciferase Mdm2/MdmX complementation, luminescence | AID 485346;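 active means inhibition of at least 50% at 8 µM in the primary screen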
# CXCR6 block – inhibitors of human CXCR6 receptor; inhibition, % at 20 µM; O00574; AID 602244; CHO-K1 PathHunter CXCR6 beta-arrestin, luminescence; 360,000 compounds, 0.36% hits; in the data active means inhibition above about 34%, passing the limit was not always enough;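 further: antagonist mode with CXCL16 agonist at 10 nM final; 0% = 10 nM CXCL16 with DMSO and 100% = unstimulated wells without agonist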
# Target sequence (O00574 whole entry, looked up): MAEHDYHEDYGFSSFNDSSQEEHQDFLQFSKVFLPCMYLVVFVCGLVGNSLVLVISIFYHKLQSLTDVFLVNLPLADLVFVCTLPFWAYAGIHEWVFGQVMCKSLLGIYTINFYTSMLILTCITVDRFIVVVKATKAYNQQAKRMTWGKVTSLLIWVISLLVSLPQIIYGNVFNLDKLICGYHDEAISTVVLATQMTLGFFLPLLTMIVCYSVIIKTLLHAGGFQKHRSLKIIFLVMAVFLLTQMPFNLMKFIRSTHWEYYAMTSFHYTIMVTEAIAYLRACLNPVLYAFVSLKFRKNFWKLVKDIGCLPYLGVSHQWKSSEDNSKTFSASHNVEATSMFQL
# Starred values were filed as active, the others as inactive. A portion of the library. The share of hits here may be higher or lower than overall.
SMILES,XBP1 UPR activ,tim10-1 inh,TIM10 inh,CHOP UPR activ,APJ agonist,APJ antagonist,tim23-1 inh,Mdm2-MdmX inh,CXCR6 block
COc1ccccc1CN(Cc1nc2ccccc2c(=O)[nH]1)C(=O)Nc1ccccc1,-3,24,31,0.7,0,2,32,21,-3
Cc1ccc(C(=O)CSc2nnc(-c3cccs3)n2C)o1,-1,3,5,3.0,-3,13,4,-3,-3
Nc1nc(CN2CCN(Cc3ccccc3)CC2)nc(Nc2ccccc2)n1,0,6,2,-1.4,-3,14,-15,13,-2
O=C(NCC1CCCO1)c1cc(-c2ccccc2F)no1 (configuration not stated),3,24,-3,6.3,3,12,4,-52,5
CCN1CCN(C(c2cccs2)C(C)NC(=S)NC2CCCCC2)CC1 (configuration not stated),-2,-5,8,1.0,1,-4,16,-22,-7
O=C1NC(=O)C(Cc2cccc(Oc3ccccc3)c2)S1 (configuration not stated),1,8,-18,-0.3,-3,10,29,-13,-2
O=C(NC(=S)NC1CCCCC1)c1ccccc1[N+](=O)[O-],4,45*,21,3.3,0,9,63*,5,-3
O=C(NCCCn1ccnc1)c1cc(-c2cccnc2)nc2ccc(Br)cc12,-1,-3,-12,-0.7,0,15,-6,12,6
CCCCc1ccc(NC(=O)Cn2c(=O)c(N3CCCCC3)c(N)n(C)c2=O)cc1,1,2,-5,-0.8,-4,-5,4,15,10
S=c1[nH]nc(-c2c[nH]c3ccccc23)o1,0,16,9,0.1,-2,-6,11,3,-4
CC(=O)N(c1ccc(C)cc1)c1nc(C)cc(C)c1C#N,0,5,14,-0.2,1,14,12,-16,-7
COc1ccc(-n2c(NN)nc3sc4c(c3c2=O)CCCC4)cc1,3,34,49*,0.8,-2,9,70*,10,-3
CC1=CC(C)(C)N(C(=O)CSc2nnc(-c3ccc(C)cc3)o2)c2ccc(C)cc21,-3,-5,-56,-1.1,-3,8,7,40,14
CC(=O)Nc1cccc(C(=O)NC(C)c2ccc(S(N)(=O)=O)cc2)c1 (configuration not stated),0,1,3,-0.4,-3,5,10,1,-2
Cc1cccc2c(C(=O)N3CCCCC3)cc(-c3ccccc3)nc12,-2,24,-2,-1.1,-6,0,31,3,1
Cc1cc(O)c(C(C)C)cc1NC(=O)Cn1nc(C)c2ccccc2c1=O,4,12,1,-1.8,-2,-6,3,5,1
CC(C)Oc1ccc(S(=O)(=O)N2CCOCC2)cc1NC(=O)c1ccc(N2CCCC2=O)cc1,-4,2,10,0.2,-1,-3,8,20,-1
COc1ccc(CCNC(=O)COc2coc(CN3c4ccccc4CC3C)cc2=O)cc1OC (configuration not stated),-4,1,5,-0.6,-2,12,6,28,-6
CC(C)(C)C(=O)CC1(O)C(=O)N(Cc2ccccc2)c2ccccc21 (configuration not stated),-2,27,5,0.1,-5,16,5,-3,1
CS(=O)(=O)c1ccc(Cl)c(NC(=O)CSC(=S)N2CCCC2)c1,-1,-9,-12,0.0,-2,-3,-5,12,8
CN(CCCC(=O)Nc1nccs1)S(=O)(=O)c1ccc(Cl)cc1,-2,-9,-10,0.2,-3,-59,8,15,1
CC(/C=C/c1ccco1)=N\NC(=O)CNc1ccc2ccccc2c1,6,16,37,0.3,-1,0,22,23,3
CCc1ccc(C(=O)NNC(=O)c2cc(S(=O)(=O)N(C)C)ccc2N2CCCC2)cc1,-3,31,1,-0.1,9,-5,-12,-7,-1
O=[N+]([O-])c1cc([N+](=O)[O-])c(Oc2cc(F)cc(F)c2F)cc1NN1CCCCC1,9,-15,-2,-0.1,2,-48,-1,9,-8
CNC(=O)COc1ncnc2sc(C)c(C)c12,-3,-22,1,-1.0,-4,-5,-13,7,4

# In the list so far, 4 contain a thiophene ring, fused or not.
SMILES,XBP1 UPR activ,tim10-1 inh,TIM10 inh,CHOP UPR activ,APJ agonist,APJ antagonist,tim23-1 inh,Mdm2-MdmX inh,CXCR6 block
Cc1ccc(C(=O)CSc2nnc(-c3cccs3)n2C)o1,-1,3,5,3.0,-3,13,4,-3,-3
CCN1CCN(C(c2cccs2)C(C)NC(=S)NC2CCCCC2)CC1 (configuration not stated),-2,-5,8,1.0,1,-4,16,-22,-7
COc1ccc(-n2c(NN)nc3sc4c(c3c2=O)CCCC4)cc1,3,34,49*,0.8,-2,9,70*,10,-3
CNC(=O)COc1ncnc2sc(C)c(C)c12,-3,-22,1,-1.0,-4,-5,-13,7,4

# (continued)
SMILES,XBP1 UPR activ,tim10-1 inh,TIM10 inh,CHOP UPR activ,APJ agonist,APJ antagonist,tim23-1 inh,Mdm2-MdmX inh,CXCR6 block
O=C(c1ccc(Cl)c(S(=O)(=O)N2CCc3ccccc3C2)c1)N1CCN(c2ccccc2)CC1,-3,6,5,1.8,2,5,21,45,7
Cc1ccc(OCC(=O)Nc2ccc(Cl)cc2)c(-n2nc3ccccc3n2)c1,29,-3,-16,26,-5,-17,-1,78*,-5
CCn1c(SCc2nc3ccccc3s2)nnc1-c1cccs1,2,20,17,7.3,-2,-5,23,2,0
O=C(Nc1ncc(Cc2ccccc2Cl)s1)C1CCCO1 (configuration not stated),1,37,32,5.2,2,19,47,-80,-2
Cc1ccc(NC(=O)Nn2cnnc2)cc1Cl,-1,-6,1,4.1,-3,3,18,4,-8
CC(OC(=O)c1ccc(Cl)c(S(N)(=O)=O)c1)C(=O)NCc1ccc2c(c1)OCO2 (configuration not stated),-1,-8,-7,1.7,-4,-33,3,15,-7
Cc1ccc(SCc2cc(=O)[nH]c(Nc3nc(C)c4cccc(C)c4n3)n2)cc1,13,28,6,0.9,-4,27,25,28,16
O=C(CNC(=O)c1ccccc1)OCC(=O)N1N=C(c2ccc(Cl)cc2)CC1c1ccco1 (configuration not stated),12,17,35,1.7,-2,6,13,-5,0
COc1cc(C2/C(=C(\O)c3ccc4c(c3)CC(C)O4)C(=O)C(=O)N2CCCn2ccnc2)ccc1O (configuration not stated),-2,30,-1,2.4,-3,18,1,-3,-4
COc1ccc(CCNC(=O)CC2Nc3ccccc3NC2=O)cc1OC (configuration not stated),4,12,-7,0.1,0,-13,-9,29,-5
CN(C)CCN1C(=O)c2oc3ccccc3c(=O)c2C1c1ccc(F)cc1 (configuration not stated),-1,4,7,0.0,-3,13,8,-1,3
COC(=O)CSc1nc2ccccc2c(=O)n1Cc1ccccc1,-4,-8,2,0.6,-3,-8,4,1,8
Cc1ccc([C@@H]2CC=C(C(=O)O)[C@H](c3cccc(F)c3)N2S(=O)(=O)c2ccccc2C)cc1,-1,23,8,0.8,-5,-2,29,19,-3
COc1cc2cnc(-c3ccccc3)c(-c3cc(OC)c(OC)c(OC)c3)c2cc1OC,8,13,5,-0.8,-2,5,25,40,6
COc1ccc(-c2csc3nc(C)nc(N4CCN(c5ccc(C(C)=O)cc5)CC4)c23)cc1OC,4,24,6,-0.3,-4,15,32,35,4
Cc1cc(NC(=O)COC(=O)C(Nc2ccc(C(F)(F)F)cc2Cl)C(C)C)no1 (configuration not stated),8,53*,50*,-0.1,-3,9,43,21,-7
C[C@@H]1CN([C@H](C)CO)C(=O)c2cccc(NC(=O)NC3CCCCC3)c2O[C@@H]1CN(C)C(=O)Nc1ccc(C(F)(F)F)cc1,1,15,11,0.4,-1,0,17,46,-6
Cc1ccccc1C(=O)OC(C)C(=O)NCc1ccc2c(c1)OCO2 (configuration not stated),-1,-3,-11,0.1,0,12,17,29,4
S=C(NCCN1CCOCC1)N/N=C/c1c2ccccc2cc2ccccc12,2,57*,42*,-0.3,3,-6,30,-6,4
O=C(Nc1ccc2c(c1)OCCO2)c1cnc2ccccn2c1=O,-7,14,17,-3.3,-4,9,8,6,-1
CC(C)(C)NC(=O)Cn1cnc([N+](=O)[O-])n1,-1,-6,6,-0.8,5,3,3,-24,4
Cc1ccc(S(=O)(=O)N2CCOCC2)cc1NC(=O)CSCc1c(C)noc1C,-1,14,13,-2.7,-2,-18,3,-2,-3
O=C(NCc1cccs1)c1cc(-c2ccc(O)cc2)on1,2,-4,-14,5.4,-2,-11,-4,-113,4
Cc1cc(NC(=O)Nc2cc(C)nn2-c2ccccc2)n(-c2ccccc2)n1,-3,-6,2,-1.7,2,13,10,3,8
CC(C)CC(=O)N(Cc1ccc(F)cc1)C1CCS(=O)(=O)C1 (configuration not stated),2,8,-2,0.0,-1,3,5,-30,2

# Whole records, quoted from the list.
# `O=C(CNC(=O)c1ccccc1)OCC(=O)N1N=C(c2ccc(Cl)cc2)CC1c1ccco1` (configuration not stated) as listed: XBP1 UPR activ: 12; tim10-1 inh: 17; TIM10 inh: 35; CHOP UPR activ: 1.7; APJ agonist: -2; APJ antagonist: 6; tim23-1 inh: 13; Mdm2-MdmX inh: -5; CXCR6 block: 0
# `CC(C)Oc1ccc(S(=O)(=O)N2CCOCC2)cc1NC(=O)c1ccc(N2CCCC2=O)cc1` as listed: XBP1 UPR activ: -4; tim10-1 inh: 2; TIM10 inh: 10; CHOP UPR activ: 0.2; APJ agonist: -1; APJ antagonist: -3; tim23-1 inh: 8; Mdm2-MdmX inh: 20; CXCR6 block: -1
# `Cc1cccc2c(C(=O)N3CCCCC3)cc(-c3ccccc3)nc12` as listed: XBP1 UPR activ: -2; tim10-1 inh: 24; TIM10 inh: -2; CHOP UPR activ: -1.1; APJ agonist: -6; APJ antagonist: 0; tim23-1 inh: 31; Mdm2-MdmX inh: 3; CXCR6 block: 1

# Returning to the listing; the three compounds before the break are reprinted first.
SMILES,XBP1 UPR activ,tim10-1 inh,TIM10 inh,CHOP UPR activ,APJ agonist,APJ antagonist,tim23-1 inh,Mdm2-MdmX inh,CXCR6 block
O=C(NCc1cccs1)c1cc(-c2ccc(O)cc2)on1,2,-4,-14,5.4,-2,-11,-4,-113,4
Cc1cc(NC(=O)Nc2cc(C)nn2-c2ccccc2)n(-c2ccccc2)n1,-3,-6,2,-1.7,2,13,10,3,8
CC(C)CC(=O)N(Cc1ccc(F)cc1)C1CCS(=O)(=O)C1 (configuration not stated),2,8,-2,0.0,-1,3,5,-30,2
CCn1nccc1C(=O)Nc1ccc(C)c(C)c1,-2,-8,0,7.7,-1,-10,8,10,8
CCN(CC)CCCNc1cc(C)nc2cc(-c3cccs3)nn12,4,2,12,-1.4,-2,-7,2,21,9
NC(=O)[C@@H]1CCOc2c(F)cc([N+](=O)[O-])cc2C(=O)N[C@@H](CO)C(=O)NCC(=O)N1,2,-12,2,-0.2,4,0,7,19,-6
COc1cc(OC)cc(C(=O)OCC(=O)Nc2ccc(N3CCCCC3)cc2)c1,-2,7,4,-0.3,-1,2,-3,24,-10
Cc1nn(-c2ccc(Cl)cc2)c2[nH]c(CCl)cc(=O)c12,-2,62*,31,-0.4,-2,6,47,6,8
COCCN(C(=O)COC(=O)c1c(NC(C)=O)sc(C)c1C)c1c(N)n(Cc2ccccc2)c(=O)[nH]c1=O,-2,5,9,1.1,-1,3,8,8,3

# Source: PubChem BioAssay
